Tn6 DDE FP: inhibitors of Tn6 peptide binding to fibrin DD(E), primary screen, biochemical, fluorescence polarization, human fibrin, Tn6 probe | Fibrinogen beta chain (Homo sapiens), P02675 | Fibrin DD(E) TRITC-Tn6 fluorescence polarization displacement | inhibition, % at 8.3 µM | 370,000 compounds, 0.21% hits | AID 720509, 2013;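 active = inhibition above a per-campaign cutoff: mean of compounds within control limits plus 3 SD, cut at about 15% in these data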;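 note: 0% = median of all compound wells on the plate and 100% = blocking peptide control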
Target sequence (P02675 whole entry, looked up): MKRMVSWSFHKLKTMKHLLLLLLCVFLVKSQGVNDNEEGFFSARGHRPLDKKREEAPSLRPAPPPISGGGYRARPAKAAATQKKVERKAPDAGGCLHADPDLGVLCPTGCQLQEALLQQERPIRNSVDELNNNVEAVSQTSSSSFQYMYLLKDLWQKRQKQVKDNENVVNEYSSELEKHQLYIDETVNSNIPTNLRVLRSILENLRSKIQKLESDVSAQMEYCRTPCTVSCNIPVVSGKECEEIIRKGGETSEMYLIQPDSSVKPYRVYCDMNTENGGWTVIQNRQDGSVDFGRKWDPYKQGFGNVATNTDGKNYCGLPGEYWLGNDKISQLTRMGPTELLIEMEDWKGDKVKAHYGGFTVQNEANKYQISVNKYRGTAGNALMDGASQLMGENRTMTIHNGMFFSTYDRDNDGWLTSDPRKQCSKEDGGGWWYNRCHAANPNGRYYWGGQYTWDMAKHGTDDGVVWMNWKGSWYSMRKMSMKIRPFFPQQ
proKLK7 act: proKLK7 zymogen activators, primary screen, biochemical, fluorescence intensity; Kallikrein-7 (Homo sapiens), P49862; purified proKLK7, EDANS-DABCYL substrate fluorescence; 100% is mature enzyme control, 0% vehicle; activation, % at 7 µM; 370,000 compounds, 0.9% hits;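 active = activation above the mean of all tested compounds plus 3 SD, computed per campaign excluding outliers beyond control limits, cut at about 13% in these data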
PLC-beta3 inh: human PLC-beta3 inhibitors, primary screen, biochemical, fluorescence; 1-phosphatidylinositol 4,5-bisphosphate phosphodiesterase beta-3 (Homo sapiens), Q01970; 370,000 compounds, 0.18% hits; Purified PLC-beta3, fluorogenic substrate; inhibition, % at 12.2 µM; in the data active = inhibition above about 11%;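 note: 0% = median of compound wells on plate and 100% = full blocker control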
ARFGAP1 inh: inhibitors of rat ARFGAP1 GAP activity, primary screen, biochemical, fluorescence polarization, GDP tracer; 360,000 compounds, 0.26% hits; ADP-ribosylation factor GTPase-activating protein 1 (Rattus norvegicus), Q62848; Arfgap1-stimulated ARF1 GTP hydrolysis, GDP FP detection; inhibition, % at 16.5 µM;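 active = inhibition above a per-plate limit, mean inhibition of low control wells plus 3 SD, cut at about 25% in these data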;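 note: 0% = DMSO wells with enzyme and 100% = wells lacking Arfgap1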
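material = rat Arfgap1 catalytic domain, aa 1-136 | also added = human ARF1(Δ1-17)-GTP substrate | compound dosing = one concentration, 16.5 µM, DMSO 1.26% | times = GTP hydrolysis reaction 2 h at 25 °C | measured by = FP, GDP Alexa 633 tracer displaced from anti-GDP antibody, 620/688 nm | evaluation = percent inhibition of Arfgap1-stimulated GTP hydrolysis | replication = single well per compound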
PLCg1 inh: PLC-gamma1 enzyme inhibitors, primary screen, biochemical, fluorescence, purified enzyme; 1-phosphatidylinositol 4,5-bisphosphate phosphodiesterase gamma-1 (Homo sapiens), P19174; fluorogenic substrate; inhibition, % at 12.2 µM; 370,000 compounds, 0.84% hits; in the data active = inhibition above about 9.5%
ASAP1 inh: inhibitors of human ASAP1 ArfGAP activity, primary screen, biochemical, fluorescence polarization. ASAP1-stimulated ARF1 GTP hydrolysis, GDP FP detection. Arf-GAP with SH3 domain, ANK repeat and PH domain-containing protein 1 (Homo sapiens), …. inhibition, % at 16.5 µM. 360,000 compounds, 0.19% hits. AID 624377, 2012; in the data active = inhibition above about 25%;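 note: 0% = vehicle with enzyme and substrate and 100% = no enzyme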
NR1D1 modulator: modulators of Rev-erb alpha DNA binding, primary screen, biochemical, FITC-DNA, fluorescence polarization, uHTS; Nuclear receptor subfamily 1 group D member 1 (Homo sapiens), P20393; Rev-erbα–FITC-DNA binding, 90 min; activity, % at 10 µM; 370,000 compounds, 0.79% hits; AID 1259318, 2017;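 active = activity above about 14%, limit read from the data; passing the limit was not always enough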;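 note: 0% = DMSO wells with 35 nM protein and 100% = DMSO wells with 750 nM protein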
DDE Tn7 FP inh: inhibitors of Tn7 peptide binding to fibrin DD(E), primary screen, biochemical, fluorescence polarization, human fibrin, Tn7 probe; Fibrinogen beta chain (Homo sapiens), P02675; FP displacement of FITC-Tn7 peptide from fibrin DD(E); 0% = median of compound wells per plate; inhibition, % at 8.3 µM; 370,000 compounds, 0.13% hits; AID 720508, 2013;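 active = inhibition above the mean of compounds falling within the control limits plus 3 SD of them, cut at about 14% in these data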;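 note: 0% = plate median of compound wells and 100% = 10 µM Aha-Tn7 peptide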
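assay system = human clot-derived fibrin DD(E) complex | quantity = Fibrin-DD(E) at 2 µM final | timing = 10 min preincubation, 3 h with tracer, room temperature | signal = fluorescence polarization | measure = percent inhibition | benchmarks = high control wells with 10 µM unlabelled Aha-Tn7 peptide (full inhibition) | replicates = singlicate testing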
UHRF1 binding: UHRF1 methylated DNA binding inhibitors, primary screen, counter-screen for MBD2 inhibitor project, biochemical, TR-FRET, human UHRF1, single concentration; inhibition, % at 4.4 µM; UHRF1 binding to methylated oligo; 370,000 compounds, 0.75% hits; E3 ubiquitin-protein ligase UHRF1 (Homo sapiens), Q96T88; AID 687016, 2013; in the data active = inhibition above about 21%;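 note: UHRF1 SRA domain binding a hemimethylated CpG hairpin DNA probe; 0% = median of test compound wells and 100% = reference inhibitor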
HGIII-sPLA2 inh: human group III sPLA2 inhibitors, primary screen, biochemical, QFRET, BODIPY PC-A2 liposome substrate; Group 3 secretory phospholipase A2 (Homo sapiens), Q9NZ20; QFRET BODIPY PC-A2 liposome hydrolysis, fluorescence; inhibition, % at 12.2 µM; 370,000 compounds, 0.56% hits;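 active = inhibition above mean plus 3 SD of compounds lying within the high and low control bounds, cut at about 19% in these data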;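 note: 0% = median of test compound wells and 100% = no enzyme DMSO wells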
Target sequence (Q9NZ20 whole entry, looked up): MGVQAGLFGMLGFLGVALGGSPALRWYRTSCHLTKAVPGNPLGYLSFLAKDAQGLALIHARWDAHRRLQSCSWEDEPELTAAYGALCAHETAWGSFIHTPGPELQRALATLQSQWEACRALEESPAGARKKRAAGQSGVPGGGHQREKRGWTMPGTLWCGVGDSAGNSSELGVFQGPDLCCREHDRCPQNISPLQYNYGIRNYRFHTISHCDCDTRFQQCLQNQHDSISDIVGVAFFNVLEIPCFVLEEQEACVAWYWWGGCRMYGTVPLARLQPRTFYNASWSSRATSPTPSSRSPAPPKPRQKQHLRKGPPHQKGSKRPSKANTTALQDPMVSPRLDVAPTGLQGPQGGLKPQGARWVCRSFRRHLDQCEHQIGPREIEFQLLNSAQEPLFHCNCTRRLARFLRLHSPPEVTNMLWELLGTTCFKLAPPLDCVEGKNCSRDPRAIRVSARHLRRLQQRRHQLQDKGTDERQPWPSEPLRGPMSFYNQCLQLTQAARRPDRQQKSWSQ
* marks the source's active call; other numbers are inactive results; i = inactive; nt = no result given; & = joins results of further samples. These rows are one share of the data; rates above refer to the full screens.

Screens in order: Tn6 DDE FP, proKLK7 act, PLC-beta3 inh, ARFGAP1 inh, PLCg1 inh, ASAP1 inh, NR1D1 modulator, DDE Tn7 FP inh, UHRF1 binding, HGIII-sPLA2 inh
1: c1cncc(-c2ccc3n2Cc2cnnn2-c2ccccc2-3)c1
    5, -0.5, -409, nt, -339, nt, 0, -8, 0, 0
2: C[C@]1(O)CCC2C3CC[C@H]4C[C@@H](OC(=O)[C@@H](N)CCCCN)CC[C@]4(C)C3CC[C@@]21C (stereo partly drawn)
    2, 0.2, 2, 6, -2, -3, -4, 1, 0, 3
3: Brc1ccccc1CNCCc1ccc2c(c1)OCO2
    6, 0.1, -1, 8, 1, 2, 1, 4, 1, -2
4: COc1ccc(CCNCc2ccncc2)cc1
    7, 0.8, 1, -2, 0, 3, 4, 2, -1, 4
5: O=P1(N(CCCl)CCCl)NCCCO1 (stereo not drawn)
    -5, -0.3, -1, -6, 0, 0, 4&3, 3, 0, 3
6: CN1CCN(CCC(C#N)(c2ccccc2)c2ccccc2)CC1
    -3, -0.5, 12*, -1, 11*, 8, 0, -1, 1, -2
7: Cn1cc(C(=O)N2CCCCC2)c2ccccc21
    -8, 0.3, -4, 1, 0, 7, 0, -2, 0, 1
8: CC1(C)CC(CCNCc2ccc3c(c2)OCO3)(Cc2ccccc2)CCO1 (stereo not drawn)
    -5, -0.4, 4, -4, 0, -10, -2, 10, 0, -4
9: COc1ccc(CN2C(=O)NC(=O)/C(=C\c3cc(OC)c(OC)c(OC)c3)C2=O)cc1
    -3, 0.1, -6, 4, -10, -7, 11, -1, -5, -6
10: CN1CCC(N(C)c2ncnc3ccc(Br)cc23)CC1
    2, 1.0, -23, -4, -14, 3, 1, -2, 3, 4
11: O=c1[nH]c(=S)n(-c2ccc(F)cc2)c(O)c1/C=N/N1CCOCC1
    3, 1.2, -13, 10, -6, -2, -4, 1, -2, -1
12: CC(=O)O[C@H]1CCC2C3CC[C@H]4[C@@H](O)[C@H](O)CC[C@]4(C)C3CC[C@@]21C (stereo partly drawn)
    1, 0.1, 5, 0, 2, 9, 8, -2, 1, -2
13: Cc1ccc(Cn2c(C)c3cnn(CC(=O)N4CCC5(CC4)OCCO5)c(=O)c3c2C)cc1
    -1, 0.3, -8, 6, -5, 8, -1, 2, 5, 11
14: Brc1ccc2c(c1)CNCc1cnnn1-2
    2, 0.3, 5, 9, 2, -5, 2, -6, -2, -4
15: C[C@@H]1CN([C@H](C)CO)C(=O)CCCn2nncc2CO[C@H]1CN(C)C(=O)Oc1cccc2ccccc12
    3, 0.5, 3, -6, -1, 2, -1, -3, -3, -7
16: COc1ccccc1-n1c(Cc2ccccc2)nc2ccccc2c1=O
    3, -0.1, -5, 7, -1, 4, 0, 3, -3, -3
17: COc1ccc(OCC(=O)N2CCN(C3CCC(c4ccccc4)CC3)CC2)cc1 (stereo not drawn)
    3, 0.7, 2, 4, 5, -4, -2, 0, 0, -16
18: Cc1ccc(C2CC3CCC(C2)N3Cc2ccccc2F)cc1 (stereo not drawn)
    4, -0.2, -1, -2, 4, 4, 3, -4, 1, 3
19: C[N+]1(C)[C@@H]2CC[C@H]1CC(OC(=O)C(c1ccccc1)c1ccccc1)C2 (stereo partly drawn)
    3, -0.6, -8, 14, 4, -2, 5, -3, 1, 6
20: N/C(=N\[N+](=O)[O-])NCCCC(NC(=O)CNC(=O)c1ccccc1)C(=O)O (stereo not drawn)
    -3, -0.4, 3, 2, 2, -1, -6, 4, 3, 9
21: CCOC(=O)C1=C(C)OC(N)=C(C(=O)OCC)C12C(=O)Nc1ccc(Br)cc12 (stereo not drawn)
    6, -0.1, 0, 10, -1, -1, 6, 2, 0, -9
22: CCOC(=O)c1cncn1[C@@H](C)c1ccccc1
    4, 0.2, -2, 4, 2, 7, -2, -6, 5, -4
23: COc1ccc2[nH]c3c(c2c1)CCNC3C (stereo not drawn)
    -2, 0.5, 2, 3, -1, -3, 2, -3, 5, 14
24: Cn1cccc1C1CCCN1CC(=O)Nc1ccc(C#N)c(Cl)c1 (stereo not drawn)
    -9, 0.2, -4, -12, 8, -15, 4, -6, 0, -22
25: COC(=O)C1=C(c2ccc(OC)c(OC)c2)C[C@@H]2CC[C@H]1N2C(=O)NCCCOC(C)C
    5, 0.4, 6, 14, 5, 0, 8, -10, 1, 8
26: O=C(c1ccc2c(c1)OCO2)C1CCCN(Cc2c(F)cccc2Cl)C1 (stereo not drawn)
    -6, 0.1, -9, 18, 1, -3, 0, 2, -3, -1
27: COc1cc(CCN)ccc1O
    0, 0.3, 3, 23, 5, 4, -6, 6, 2, 8
28: N#Cc1ccc(C(=O)N2Cc3cnnn3-c3ccccc3C2C#N)cc1 (stereo not drawn)
    0, -0.3, -6, -2, -4, 8, 4, 3, 8, 13
29: COc1ccc(-n2c(O)c(C=Nc3c(C)n(C)n(-c4ccccc4)c3=O)c(=O)[nH]c2=O)cc1
    17*, -0.3, 2, 1, 0, -9, 2, 4, -3, 0
30: O=C(C1CC(=O)N(C2CCCCC2)C1)N1CCC2(CC1)OCCO2 (stereo not drawn)
    -6, -0.2, 6, -2, 4, -3, 6, -2, 0, 6
31: Cc1cc(OC(=O)N(C)C)nc(SCc2c(Cl)cccc2Cl)n1
    -9, 0.2, -5, -17, 1, 1, -1, -1, 3, 11
32: Clc1ccc(CCC(Cn2ccnc2)Sc2c(Cl)cccc2Cl)cc1 (stereo not drawn)
    -2, 0.2, -9, 11, -4, 0, 3, -3, 0, -25
33: CN(C)C(Cc1ccccc1)C(=O)c1ccccc1 (stereo not drawn)
    2, -0.7, -5, -15, -3, -2, 2, -1, -2, -2
34: C[C@]12CCC3C(CC[C@@H]4[C@H]5O[C@H]5CC[C@]34C)C1CC[C@@H]2O (stereo partly drawn)
    -3, 0.0, 2, -9, -3, 0, 5, 3, -1, -7
35: Cc1ccsc1C(=O)C1CCCN(Cc2c(C)nn(C(C)C)c2C)C1 (stereo not drawn)
    5, 0.2, 1, 5, 1, 2, 2, -2, -1, -7
36: Cc1ccc(-n2c(CNCc3ccc(F)cc3)nc3ccccc3c2=O)cc1
    -4, 0.1, -5, 1, -3, 16, -6, -6, -2, -1
37: O=C1NC(c2cccnc2)Nc2sc3c(c21)CCCC3 (stereo not drawn)
    -3, 1.8, -132, -6, -112, -6, -1, 1, -5, -11
38: CC(C)(C)OC(=O)NCCCCC(N)[P+](=O)O (stereo not drawn)
    3, -0.2, -1, nt, -5, nt, -1, -3, 0, -3
39: COc1cc(C)cc2oc(=O)c(CC(=O)N3C[C@H]4C[C@@H](C3)c3cccc(=O)n3C4)c(C)c12
    -4, 22*, i, 0, -460, 2, -3, -3, -2, 6
40: CCOC(=O)C1(c2ccccc2)CCN(CCC(=O)Nc2ccc(OC)cc2)CC1
    4, 0.1, 0, -6, 1, 16, -1, 4, -1, 2
41: CCOc1ccc(N=C2SCCCN2C)cc1
    -5, -0.2, 0, -16, 1, 4, -3, -5, 7, 4
42: CCCOP(=O)(O)c1c([N+](=O)[O-])cc(C(F)(F)F)cc1[N+](=O)[O-] (tested in a mixture with another compound)
    10, -0.6, 1, 1, -3, -7, 1, 2, 1, 0
43: C(=NC1CCCCC1)c1c[nH]c2ccccc12
    7, -0.1, 1, 3, -1, -3, -1, -5, 0, 1
44: O=c1c2ccccc2nc(-c2ccccc2F)n1-c1ccccc1
    13, 1.0, -2, -6, 1, -12, -3, 3, 3, -3
45: CCC(=O)c1ccc(OC)c(OC)c1
    -1, 0.3, 7, 13, 2, 3, 2, 6, -1, 5
46: C/C=C(\C)C(=O)N[C@@H](c1ccccc1)[C@@H](O)C(=O)O[C@H]1C[C@@]2(O)[C@@H](OC(=O)c3ccccc3)C3[C@](C)(C(=O)[C@H](OC(C)=O)C(=C1C)C2(C)C)[C@@H](O)C[C@H]1OC[C@@]31OC(C)=O (stereo partly drawn)
    0, 0.1, 4, 23, 4, 7, 1, 4, 4, -9
47: CC(C)CCn1c(=O)c(C(=O)Nc2ccccc2S(N)(=O)=O)c(O)c2ccccc21
    -5, -0.1, -6, 9, -5, 14, 29*, -1, -1, -9
48: CC12Cc3cn[nH]c3C=C1CCC1C2CCC2(C)C1CCC2(C)O (stereo not drawn)
    -1, -0.4, -2, -1, -2, -1, 0, -2, -1, -7
49: C=Cn1ccnc1P(=S)(c1nccn1C=C)c1nccn1C=C
    1, -0.5, 2, 19, 3, 1, 4, -3, -1, -1
50: O=C(N/N=C/c1c(O)n(Cc2ccccc2)c(=O)[nH]c1=O)c1ccccc1O
    14, -1.6, -80, -19, -64, -15, 1, 2, -4, -12
51: CCCCn1c(O)c(C(=O)/C=C/c2ccc3c(c2)OCO3)c(=O)[nH]c1=O
    2, -0.3, -11, 6, -2, 0, 2, 6, -2, 14
52: ClCCNc1nc2ccc(Cl)cc2[nH]1
    3, -0.8, 1, 0, -1, 5, 5, 14*, 3, 2
53: Cc1ccc2c(c1)N(C(=O)CCC(=O)N1CCC3(CC1)OCCO3)CCO2
    2, 0.0, -2, 13, 1, 7, -2, 7, 1, 2
54: O=C1NC(=O)C(CCc2ccncc2)(CCc2ccncc2)C(=O)N1Cc1ccccc1
    0, 0.4, 3, 3, 3, -6, -8, -2, -3, -3
55: COc1ccc2c(c1)C(c1ccc(N(CCCl)CCCl)cc1)=NCC2
    -5, -0.3, -20, 2, -15, 11, -3, -1, -6, -14
56: CN1C(=O)C(=Cc2cccnc2)C(=O)N(C)C1=O
    1, 0.2, -4, -3, -1, 8, -1, -5, -3, -4

Shown with tabs: two of the compounds above.
cpd	SMILES	Tn6 DDE FP	proKLK7 act	PLC-beta3 inh	ARFGAP1 inh	PLCg1 inh	ASAP1 inh	NR1D1 modulator	DDE Tn7 FP inh	UHRF1 binding	HGIII-sPLA2 inh
43	C(=NC1CCCCC1)c1c[nH]c2ccccc12	7	-0.1	1	3	-1	-3	-1	-5	0	1
44	O=c1c2ccccc2nc(-c2ccccc2F)n1-c1ccccc1	13	1.0	-2	-6	1	-12	-3	3	3	-3

Screening data: PubChem, several laboratories
